uPA generation: cell surface uPA generation inhibition; 330,000 compounds, 0.31% hits; cell surface uPA generation assay, qHTS; Potency, µM (doses to about 38.3 µM), for the others: at the top dose activity change, negative = inhibition, usual class: inhibitors; active = well fitted inhibition curve with a large enough effect; inconclusive = small, poorly fitted or top-dose-only effect; inactive = no such curve, though single readings can be large or run the other way; tested in mouse RAW 264.7 cells; note: potency is the fitted concentration of half-maximal effect; % is set by controls: 0 for no effect and ±100 for the full control effect; nearly all actives have a fitted effect of over 55% in size
BRCA1 expr up: increases BRCA1 expression; MCF7-BRCA1-FFLuc reporter, luminescence, 48 h; response scale: scaled: vehicle 0%, 10 µM genistein 100%; Potency, µM (titrated, usually from 46.1 µM), without a hit: top-dose activation, usual class: activators; 380,000 compounds, 1.1% hits; AID 624202; note: potency is the fitted concentration of half-maximal effect; nearly all actives have a fitted effect of over 80% in size; some results filed as inactive show a strong effect at the top dose
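Reporter cells (MCF7, BRCA1 promoter-firefly luciferase) received library compounds across a concentration series for 48 h. End-point luminescence was measured and concentration-effect curves derived after normalization.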
a7 integrin act: integrin-mediated muscular dystrophy alleviation activation. alpha7betagal myoblasts, beta-gal FDG fluorescence, 48 h. Potency, µM (series often up to 38.3 µM), for the others: at the highest dose activation, actives largely listed as activators. 350,000 compounds, 0.064% hits. AID 624291;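 note: potency is the fitted concentration of half-maximal effect; 100% = response of the positive control SU9516; nearly all actives have a fitted effect of over 60% in size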
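Alpha7betagal+/- myoblasts (passage 13) were plated 16-24 hr, then exposed to compounds (1:260 dilution of DMSO stock) for 48 hours at 37C. After MPER lysis, β-galactosidase reporter activity was read as FDG fluorescence (ex 480/em 540) after 30 minutes.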
Eya2 phos inh: inhibitors of human Eya2 phosphatase activity | 330,000 compounds, 0.006% hits | O00167 | Potency, µM (titrated, usually from 76.9 µM), for inactives: at the highest dose activity, negative = inhibition, usual class: inhibitors | recombinant Eya2, OMFP fluorescence dephosphorylation (OMFP is methylfluorescein phosphate); note: potency is the fitted concentration of half-maximal effect; % is set by controls: 0 for no effect and ±100 for the full control effect
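Eya2 protein (added as 0.2 uM solution) was preincubated with compound for 10 min at ambient temperature in 50 mM HEPES pH 7.5, 50 mM NaCl, 5 uM MgCl2, 0.05% BSA, 1 mM DTT. OMFP (added at 50 uM) then reacted 10 min; fluorescence read at 485/525 nm.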
S-ASM inh: human S-ASM enzyme inhibition; P17405; placental ASM, HMU-PC fluorogenic substrate, 60 min; 340,000 compounds, 0.006% hits; Potency, µM (doses to about 57.5 µM), without a hit: at the highest dose activity change, negative = inhibition, usual class: inhibitors; note: potency is the fitted concentration of half-maximal effect
Target sequence (P17405 47-631 limits assumed): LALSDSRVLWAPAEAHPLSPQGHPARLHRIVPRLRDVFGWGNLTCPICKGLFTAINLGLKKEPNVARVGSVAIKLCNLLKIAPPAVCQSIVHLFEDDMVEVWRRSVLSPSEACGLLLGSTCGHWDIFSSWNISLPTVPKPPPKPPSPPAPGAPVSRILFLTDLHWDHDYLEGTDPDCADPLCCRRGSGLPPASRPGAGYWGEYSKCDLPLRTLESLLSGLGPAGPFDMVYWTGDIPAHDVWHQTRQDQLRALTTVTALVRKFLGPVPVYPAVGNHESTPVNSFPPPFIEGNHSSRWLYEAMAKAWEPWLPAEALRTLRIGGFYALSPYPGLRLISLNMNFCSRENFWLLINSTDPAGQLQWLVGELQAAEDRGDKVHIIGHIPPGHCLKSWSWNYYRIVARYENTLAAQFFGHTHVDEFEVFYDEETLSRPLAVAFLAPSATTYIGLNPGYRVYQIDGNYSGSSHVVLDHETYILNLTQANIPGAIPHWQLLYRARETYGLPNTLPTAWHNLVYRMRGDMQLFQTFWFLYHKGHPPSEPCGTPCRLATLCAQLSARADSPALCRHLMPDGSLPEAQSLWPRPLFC
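HMU-PC0 cleavage (9 uM final) by human placental ASM, 60 min at 37 °C following 10 min compound exposure at RT; stopped at pH 10, fluorescence Ex 386/Em 447 nm.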
ELG1 genotoxic: inducers of genotoxicity in HEK293T ELG1-luciferase cells; HEK293T ELG1-luciferase reporter, luminescence, 16 h; Potency, µM (top dose mostly 46 µM), for the others: top-dose activity change, positive = activation, most hits filed as activators; 330,000 compounds, 1.3% hits; AID 504466; note: potency is the fitted concentration of half-maximal effect; % of control where 0% means no effect; nearly all actives have a fitted effect of over 60% in size
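Quantitative HTS format in 1536-well plates. HEK293T ELG1-luciferase reporter cells receive test compound and are incubated 16 hr at 37 °C, 5% CO2; ONE-Glo added, 30 min room temperature, then luminescence read.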
TRPV1 ag: activates the human vanilloid receptor TRPV1; TRPV1-expressing cells, Fluo-8 calcium influx, agonist mode; Q8NER1; activation, % at 8.33 µM; 320,000 compounds, 0.19% hits; in the data active = activation above about 80%; inconclusive = between about 30% and that limit; note: 0% is about no effect
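Fluo-8 calcium influx in TRPV1-expressing cells, kinetic read (ex 480/em 520 nm). Compound added and read 3 min for agonist activity, followed by capsaicin at EC20 final and 2 min further read for enhancement.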
USP2a block: USP2a (human) protease inhibition. O75604. USP2 core, Ub-CHOP2 coupled fluorogenic reporter, 485/531. Potency, µM (series often up to 38.3 µM), without a hit: at the top dose activity change, negative = inhibition, usual class: inhibitors. 330,000 compounds, 0.01% hits. AID 463254;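 note: potency is the fitted concentration of half-maximal effect; plate controls were DMSO wells for no effect and full inhibition by NEM control for full effect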
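USP2 core (10nM final) preincubated 30min RT with compound in 20mM Tris-HCl pH 8.0, 2mM CaCl2, 2mM beta-mercaptoethanol, 0.05% CHAPS; 25nM Ub-CHOP2 plus 25nM reporter substrate added, fluorescence (Ex485/Em531) read after 60min.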
B2AR arrestin: recruits beta-arrestin to the human beta2-adrenergic receptor; P07550; beta-arrestin recruitment to beta2AR, cell-based reporter; Potency, µM (top dose mostly 46.1 µM), inactives show top-dose activation, hits mostly activators; 330,000 compounds, 0.02% hits; AID 492947;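 note: potency is the fitted concentration of half-maximal effect; 0% = DMSO controls and full agonism = EC100 isoproterenol or metaproterenol; nearly all actives have a fitted effect of over 65% in size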
p53 reactivation: restores transcriptional activity of mutant p53; AID 504706; Potency, µM (highest dose often 92.2 µM), inactives show top-dose activity change, positive = activation, usual class: activators; 320,000 compounds, 0.063% hits; H1299 p53-A138V BP100-luciferase reporter, luminescence, 24 h; note: potency is the fitted concentration of half-maximal effect; % of control where 0% means no effect; nearly all actives have a fitted effect of over 45% in size
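p53-null H1299 cells stably carrying temperature-sensitive p53-A138V and a BP100-luciferase reporter were pinned with compounds (4-point, 1:5 series) and held 24 hrs at 37 deg C. Luminescence was read 10 min after detection reagent.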
TSG101-PTAP inh: blocks PTAP/TSG101 interaction to inhibit HIV-1 budding. Fluorescence polarization, FITC-PTAP peptide / Tsg101 binding. 340,000 tested, under 10 active. Q99816. Potency, µM (series often up to 115 µM), for inactives: top-dose activity change, negative = inhibition, actives largely listed as inhibitors; active = well fitted inhibition curve with a large enough effect in the main read-out, with a control signal flat, not every such curve was filed as active; inconclusive = small, poorly fitted or top-dose-only effect, or effect the other way, or a change in a side signal; inactive = no such curve, though single readings can be large or run the other way; note: potency is the fitted concentration of half-maximal effect; % of control where 0% means no effect
Target sequence (Q99816 whole entry, looked up): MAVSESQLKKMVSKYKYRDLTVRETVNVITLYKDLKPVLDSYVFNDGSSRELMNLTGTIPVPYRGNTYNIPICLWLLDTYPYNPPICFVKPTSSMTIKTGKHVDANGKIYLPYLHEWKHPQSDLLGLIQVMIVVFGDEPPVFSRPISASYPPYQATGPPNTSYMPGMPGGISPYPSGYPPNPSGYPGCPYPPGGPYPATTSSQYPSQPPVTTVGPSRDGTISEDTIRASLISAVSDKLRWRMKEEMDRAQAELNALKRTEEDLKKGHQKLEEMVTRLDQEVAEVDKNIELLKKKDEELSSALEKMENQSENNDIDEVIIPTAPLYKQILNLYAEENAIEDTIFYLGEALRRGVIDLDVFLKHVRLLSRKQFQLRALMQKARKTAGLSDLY
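Fluorescence anisotropy tracks displacement of a FITC-tagged PTAP peptide (50 nM) from the Tsg101 binding domain (10 uM), following a 20 min room-temperature incubation at pH 7.5.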
* marks the source's active call; other numbers are inactive results; & = joins results of further samples; [ ] = another dose, or the depositor's remark. Unless noted, calls come from the whole dose curve; as a rule, active = well fitted curve in the direction sought with a large enough effect; inconclusive = small, poorly fitted or top-dose-only effect, or another doubt; inactive = no such curve, though single readings can be large; an effect the other way counts as inactive or inconclusive. Outcome played no part in choosing rows; 2.6% or so of the library scored in one or more.

Screening Cc1cc(Cl)cc(Cl)c1OCCOc1cccc2cccnc12 returned uPA generation 3.0%, BRCA1 expr up -4.5%, a7 integrin act -3.9%, Eya2 phos inh -18.9%, S-ASM inh -3.6%, ELG1 genotoxic -5.7%, TRPV1 ag 11.5, USP2a block -1.2%, B2AR arrestin 0.3%, p53 reactivation -4.2% and TSG101-PTAP inh -1.0%.
`O=S(=O)(NC1CCCCC1N1CCN(c2ccccc2F)CC1)c1ccccc1` (stereo unspecified) gave uPA generation -9.8%, BRCA1 expr up -21.1%, a7 integrin act -49.1%[inhibitor], Eya2 phos inh -8.0%, S-ASM inh -1.7%, ELG1 genotoxic -5.5%, TRPV1 ag 15.2, USP2a block 0.0%, B2AR arrestin 0.3%, p53 reactivation 14.3% and TSG101-PTAP inh -3.5%.
Cc1cc(C)c(S(=O)(=O)N(CC(=O)O)C2CCCCC2)c(C)c1 was read as uPA generation -2.2%, BRCA1 expr up -16.9%, a7 integrin act inconclusive, Eya2 phos inh 14.4%, S-ASM inh -4.2%, ELG1 genotoxic -5.9%, TRPV1 ag -1.7, USP2a block 0.3%, B2AR arrestin -1.4%, p53 reactivation 0.2% and TSG101-PTAP inh -2.4%.
For COc1ccc(Cl)cc1C(=O)NNC(=O)c1csc(N2CCOCC2)n1 the results were uPA generation 1.8%, BRCA1 expr up -4.6%, a7 integrin act -12.7%, Eya2 phos inh 3.0%, S-ASM inh -1.4%, ELG1 genotoxic -5.8%, TRPV1 ag -2.1, USP2a block 1.4%, B2AR arrestin -0.1%, p53 reactivation -4.4% and TSG101-PTAP inh 0.1%.
CN(C)c1cnn(-c2ccccc2)c(=O)c1Cl was read as uPA generation 2.2%, BRCA1 expr up inconclusive, a7 integrin act -42.9%, Eya2 phos inh 3.5%, S-ASM inh 5.6%, ELG1 genotoxic 15.9%, TRPV1 ag 2.2, USP2a block 2.2%, B2AR arrestin 4.9%, p53 reactivation inconclusive and TSG101-PTAP inh -1.5%.
For Oc1ccc2c(ccc3[nH]cnc32)c1 the results were uPA generation 3.0%, BRCA1 expr up 65.6%, a7 integrin act 19.3%, Eya2 phos inh -25.9%, S-ASM inh -2.1%, ELG1 genotoxic -3.7%, TRPV1 ag 1.5, USP2a block 1.1%, B2AR arrestin 13.2%, p53 reactivation 5.9% and TSG101-PTAP inh -6.5%.
Cc1ccc(-n2c(SCC(=O)NCc3ccco3)nc3sc(C)c(C)c3c2=O)cc1 was read as uPA generation -0.6%, BRCA1 expr up -19.7%, a7 integrin act 15.3%, Eya2 phos inh -5.9%, S-ASM inh -1.6%, ELG1 genotoxic 0.9%, TRPV1 ag -1.4, USP2a block 1.2%, B2AR arrestin 0.1%, p53 reactivation 2.7% and TSG101-PTAP inh 0.3%.
For COc1ccc(CNC(=O)C2CCCN2C(=O)NCc2ccccc2)cc1 (stereo unspecified) the results were uPA generation -1.6%, BRCA1 expr up 2.1%, a7 integrin act -6.0%, Eya2 phos inh 9.7%, S-ASM inh 4.9%, ELG1 genotoxic -4.2%, TRPV1 ag 5.8, USP2a block 1.5%, B2AR arrestin 0.2% and TSG101-PTAP inh -2.7%.
For COc1ccccc1N1Cc2ccc(OC)c(OC)c2C1=O the results were uPA generation -3.3%, BRCA1 expr up 21.1%, a7 integrin act inconclusive, Eya2 phos inh 0.8%, S-ASM inh 4.4%, ELG1 genotoxic 5.3%, TRPV1 ag -3.4, USP2a block 6.5%, B2AR arrestin 0.2%, p53 reactivation -2.2% and TSG101-PTAP inh -0.5%.
`O=C(O)Cn1cc(CN2CCOCC2)c2ccccc21` gave uPA generation 12.3%, BRCA1 expr up 0.0%, a7 integrin act -15.8%, Eya2 phos inh 11.5%, S-ASM inh 3.1%, ELG1 genotoxic -0.2%, TRPV1 ag 2.5, USP2a block -1.1%, B2AR arrestin -1.2%, p53 reactivation 8.9% and TSG101-PTAP inh -4.2%.
`Cc1ccc(NC(=O)/C(=C/c2cccs2)NC(=O)c2ccco2)cc1` gave uPA generation 2.6%, BRCA1 expr up -11.2%, a7 integrin act 2.8%, Eya2 phos inh -4.1%, S-ASM inh -0.5%, ELG1 genotoxic -0.1%, TRPV1 ag 1.2, USP2a block 6.7%, B2AR arrestin -0.1%, p53 reactivation -12.0% and TSG101-PTAP inh inconclusive.
`CC(CCc1ccccc1)NC(=O)CCC(=O)N1CCC(C(=O)O)CC1` (stereo unspecified) gave uPA generation 18.0%, BRCA1 expr up 36.5%, a7 integrin act 16.6%, Eya2 phos inh 12.0%, S-ASM inh -1.5%, ELG1 genotoxic 0.5%, TRPV1 ag -2.0, USP2a block 7.5%, B2AR arrestin 0.1% and TSG101-PTAP inh -0.8%.
Screening Cc1nc2ccc3[nH]snc3c2n1 returned uPA generation 4.8%, BRCA1 expr up 39.8%, a7 integrin act 28.5%, Eya2 phos inh 4.7%, S-ASM inh 5.4%, ELG1 genotoxic -19.9%, TRPV1 ag 0.1, USP2a block 2.4%, B2AR arrestin 0.1%, p53 reactivation 17.1% and TSG101-PTAP inh -4.5%.
`CC(=O)c1ccc(OCC(O)CN2CCN(Cc3ccc4c(c3)OCO4)CC2)cc1` (stereo unspecified) gave uPA generation 6.9%&5.1%, BRCA1 expr up -7.8%&-1.5%, a7 integrin act -8.7%&0.6%, Eya2 phos inh -22.1%&-1.7%, S-ASM inh -3.5%&-0.7%, ELG1 genotoxic inconclusive, TRPV1 ag -2.9&0.4, USP2a block 1.6%&-0.4%, B2AR arrestin 0.0%&-0.2%, p53 reactivation -3.4%&-5.7% and TSG101-PTAP inh -1.8%&-2.8%.
For O=C1N=C(N2CCOCC2)S/C1=C/c1cccs1 the results were BRCA1 expr up 40.6%, a7 integrin act -5.2%, Eya2 phos inh 3.0%, S-ASM inh -1.5%, ELG1 genotoxic 4.9%, TRPV1 ag 3.4, USP2a block 1.5%, B2AR arrestin 0.2%, p53 reactivation 8.0% and TSG101-PTAP inh -2.8%.
For CCOc1ccc2nc(SCc3cccc(C)c3)nc(C)c2c1 the results were uPA generation 2.3%, BRCA1 expr up 36.3%, a7 integrin act -1.9%, Eya2 phos inh -5.9%, S-ASM inh 87.0%[activator], ELG1 genotoxic -2.5%, TRPV1 ag 1.7, USP2a block -2.1%, B2AR arrestin -0.9%, p53 reactivation 14.5% and TSG101-PTAP inh -0.7%.
Screening COc1ccc(-n2nnnc2CNC(=O)c2ccc3c(c2)OCO3)cc1 returned uPA generation -0.3%, BRCA1 expr up -3.3%, a7 integrin act -0.5%, Eya2 phos inh -5.5%, S-ASM inh 1.5%, ELG1 genotoxic -7.9%, TRPV1 ag 18.2, USP2a block -0.6%, B2AR arrestin 0.1%, p53 reactivation -2.8% and TSG101-PTAP inh -1.9%.
`Cc1ccc(S(=O)(=O)N2CCOCC2)cc1NC(=O)COC(=O)c1ccc(Br)cc1` gave uPA generation 4.0%, BRCA1 expr up 26.0%, a7 integrin act 0.0%, Eya2 phos inh 4.3%, S-ASM inh -8.2%, ELG1 genotoxic 2.3%, USP2a block -1.9%, B2AR arrestin -0.4%, p53 reactivation 11.4% and TSG101-PTAP inh -1.5%.
For CC(C)CCN1CCN(Cc2cc(F)ccc2-n2cccn2)CC1CCO (stereo unspecified) the results were uPA generation 0.6%, BRCA1 expr up -22.5%, a7 integrin act -10.3%, Eya2 phos inh 0.9%, S-ASM inh -0.3%, ELG1 genotoxic -1.2%, TRPV1 ag -0.6, USP2a block 0.9%, B2AR arrestin 0.0%, p53 reactivation 12.6% and TSG101-PTAP inh -2.1%.
Screening COc1ccc(C2CC(=O)c3cnc(NC(=O)c4cc(OC)cc(OC)c4)nc3C2)cc1 (stereo unspecified) returned uPA generation -5.1%, BRCA1 expr up -13.8%, a7 integrin act -9.9%, Eya2 phos inh -7.1%, S-ASM inh -7.3%, ELG1 genotoxic -6.8%, TRPV1 ag 6.6, USP2a block -7.7%, B2AR arrestin -0.1%, p53 reactivation 0.9% and TSG101-PTAP inh -0.4%.
For Cc1cc(-c2ccc(S(=O)(=O)N3CCN(c4ccccc4F)CC3)s2)on1 the results were uPA generation -0.2%, BRCA1 expr up -18.5%, a7 integrin act 3.4%, Eya2 phos inh -10.1%, S-ASM inh -5.6%, ELG1 genotoxic -1.7%, TRPV1 ag 26.2, USP2a block 2.0%, B2AR arrestin 0.4%, p53 reactivation 19.1% and TSG101-PTAP inh 2.2%.
CC(=O)C1=C(O)C(=O)N(c2ccc(F)cc2)C1c1ccc(C)cc1 (stereo unspecified) was read as uPA generation -1.1%, BRCA1 expr up 2.9%, a7 integrin act 30.7%, Eya2 phos inh 10.6%, S-ASM inh 5.2%, ELG1 genotoxic -0.3%, TRPV1 ag -0.7, USP2a block -1.8%, B2AR arrestin -0.2%, p53 reactivation 1.7% and TSG101-PTAP inh -4.0%.

High-throughput results (PubChem)
